Bioassay records: PubChem, Broad Institute
LGR2 antag = inhibitors of bursicon-induced LGR2 CRE-luciferase signal, primary screen, cell-based, HEK293, CRE-luciferase reporter, bursicon stimulation. Drosophila bursicon receptor LGR2 (rickets). bursicon-stimulated, 4 h. inhibition, % at 9.99 µM. 380,000 tested, 0.35% active. AID 720647, 2013;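 active = drop in luminescence signal, shown as inhibition above about 50% in the replicate tests, limit read from the data, passing the limit was not always enough; inconclusive = probably only some replicates passing the limit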;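 note: agonist challenge used bursicon conditioned medium at about half maximal strength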
Casp6 inh = human caspase-6 inhibitors, primary screen, biochemical, VEID-R110 fluorescence, single point, set 2; AID 686996, 2013; P55212; 350,000 tested, 0.53% active; inhibition, % at 12.5 µM; purified caspase-6, Z-VEID-R110 cleavage fluorescence;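 active = mean inhibition across replicates at least about 35%, with every replicate also reaching that limit, limit read from the data; inconclusive = only one of the two criteria met; inactive = neither criterion met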;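 note: 0% = median of neutral control wells and 100% = no fluorescence left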
Target sequence (P55212 24-179 limits assumed): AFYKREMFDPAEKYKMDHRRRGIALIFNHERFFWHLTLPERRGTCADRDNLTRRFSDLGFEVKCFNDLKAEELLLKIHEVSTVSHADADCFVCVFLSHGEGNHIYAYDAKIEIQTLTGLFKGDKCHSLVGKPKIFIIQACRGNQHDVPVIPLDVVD
Target sequence (P55212 194-293 limits assumed): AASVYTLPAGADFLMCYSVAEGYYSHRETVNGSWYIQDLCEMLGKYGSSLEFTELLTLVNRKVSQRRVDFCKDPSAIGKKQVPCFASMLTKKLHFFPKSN
SIRT5 block = SIRT5 desuccinylase inhibitors, primary screen, biochemical, fluorescence imaging, single point, set 5. NAD-dependent protein deacylase sirtuin-5, mitochondrial (Homo sapiens), Q9NXA8. Purified SirT5, succinyl-peptide AMC, trypsin-coupled fluorescence. inhibition, % at 15 µM. 330,000 tested, 1.1% active; in the data active = inhibition above about 15%; inconclusive = no clear call, values can overlap the other calls
Target sequence (Q9NXA8 whole entry, looked up): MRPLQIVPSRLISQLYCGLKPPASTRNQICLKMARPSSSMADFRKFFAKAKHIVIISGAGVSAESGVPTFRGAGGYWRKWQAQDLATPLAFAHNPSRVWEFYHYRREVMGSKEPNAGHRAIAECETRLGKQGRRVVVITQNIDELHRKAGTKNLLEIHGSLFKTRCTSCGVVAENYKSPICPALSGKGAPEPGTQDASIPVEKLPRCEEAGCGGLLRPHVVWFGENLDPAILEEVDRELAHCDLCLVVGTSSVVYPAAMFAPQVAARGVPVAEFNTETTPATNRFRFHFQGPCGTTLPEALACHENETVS
ARNT-TACC3 inh = disruptors of ARNT/TACC3 protein interaction, primary screen, biochemical, AlphaScreen, single concentration; Transforming acidic coiled-coil-containing protein 3 (Homo sapiens), Q9Y6A5; AlphaScreen His-ARNT PAS-B/GST-TACC3 binding, luminescence; TACC3 fragment carries E629A point mutation; inhibition, % at 9.99 µM; 390,000 tested, 0.66% active; AID 623870, 2012;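 active = mean inhibition of replicates at least 50% and at least half of replicates each reaching 50%; inconclusive = half or more replicates reach 50% but mean below 50%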;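 note: 0% = complete ARNT plus TACC3 wells and 100% = ARNT alone without TACC3; many hits fall short of the cut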
PAX8 reporter = inhibitors of PAX8-driven TPO luciferase reporter, primary screen, RMG-I cells, single concentration. SteadyGlo, 24 h. inhibition, % at 12.6 µM. 360,000 tested, 1.2% active;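 active = mean replicate inhibition at least 60% with every replicate also reaching 60%; inconclusive = only one of the two criteria is met; inactive = mean below 60% and not all replicates reaching 60%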;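 note: luciferase light reporting Pax8 driven TPO promoter activity; plate controls were median of neutral control wells for no effect and mitoxantrone controls for full effect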
EWS-Fli inh = EWS/Fli-driven NR0B1 reporter inhibitors, primary screen, A673 cells, NR0B1 luciferase, luminescence, MLPCN library; viability-normalised; inhibition, % at 12.6 µM; 350,000 tested, 0.67% active; AID 651661, 2012;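 active = mean inhibition of at least 50% after viability correction, with every replicate also passing that limit; inconclusive = mean reaches 50% but only one of two replicates passes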;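 note: firefly luciferase signal divided by Alamar Blue viability fluorescence both relative to DMSO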
DENV2 CPE rescue = inhibitors of DENV2 cytopathic effect, primary screen, cell-based, plate reader, single concentration; DENV2-infected cells, cytopathic effect rescue; CPE inhibition, % at 9.99 µM; 350,000 tested, 1.7% active; AID 651640, 2012; in the data active = CPE inhibition above about 20%, passing the limit was not always enough; inconclusive = no clear call, values can overlap the other calls; tested in BHK-21 cells;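 note: 0% = median of neutral control wells and 100% = median of positive control wells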
* = called active by the depositor; ? = inconclusive; . = no result given.

SMILES	LGR2 antag	Casp6 inh	SIRT5 block	ARNT-TACC3 inh	PAX8 reporter	EWS-Fli inh	DENV2 CPE rescue
CO[C@@H]1CN(C)C(=O)c2ccc(NC(=O)c3ccccc3F)cc2OC[C@@H](C)N(CC2CC2)C[C@H]1C	-1	0	-1	1	.	-13	11
COc1ccc(C(C#N)CC(=O)c2ccc(OCc3ccccc3)c(OC)c2)cc1OC (centres undefined)	3	.	-2	.	20	13	-2
CC(OC(=O)CCC(=O)c1ccccc1)C(=O)Nc1ccc(F)cc1 (centres undefined)	-5	-1	0	-3	-10	3	-3
CC/C(=N\N=C1\SC(C)C(=O)N1Cc1ccco1)c1ccccc1 (centres undefined)	0	.	.	0	-11	.	.
CC(=O)Nc1cc(-c2ccc(S(C)(=O)=O)cc2)cn2c(-c3ccc(F)c(Cl)c3)cnc12	11	0	2	.	47	-8	-6
CN(c1ccccc1)S(=O)(=O)c1cccc(NC(=O)CC(C)(C)C)c1	1	3	-3	-8	-4	-12	6
OC(CNCCc1ccccc1)c1ccccc1 (centres undefined)	2	.	-2	-5	.	7	-4
Oc1c(Cl)cc(Cl)cc1/C=N/c1ncn[nH]1	2	3	-1	19	-15	-14	2
O=C(NCCN1CCOCC1)c1ccc(CS(=O)(=O)c2ccc(Cl)cc2)o1	-11	-1	-7	-3	.	.	.
CO[C@@H]1CN(C)C(=O)c2cc(NC(=O)C3CCOCC3)ccc2OC[C@@H](C)NC[C@@H]1C	-4	2	-2	-3	-5	-2	23*
Cc1ccc(S(=O)(=O)N(C)C[C@H]2OCCCC[C@H](C)Oc3ccc(NC(=O)Nc4cccc5ccccc45)cc3C(=O)N([C@H](C)CO)C[C@@H]2C)cc1	-2	1	5	16	-5	4	0
CCc1ccc(CC)c(S(=O)(=O)Nc2ccc(C(=O)O)c(O)c2)c1	-7	21	-4	-7	.	.	.
Cc1ccc(S(=O)(=O)Nc2ccc(F)cc2)cc1C(=O)N1CCOCC1	0	-1	0	-7	-10	-2	8
CCC(=O)N1[C@H](CO)[C@@H](c2ccc(C3=CCCCC3)cc2)[C@@H]1CN(C)C(C)=O	-20	.	.	0	-15	-10	?
O=C1CCC([N+](=O)[O-])C(c2ccc(Br)cc2)N1 (centres undefined)	6	.	.	-7	-12	.	.

A different layout for 15 compounds above:
Compound | LGR2 antag | Casp6 inh | SIRT5 block | ARNT-TACC3 inh | PAX8 reporter | EWS-Fli inh | DENV2 CPE rescue
CO[C@@H]1CN(C)C(=O)c2ccc(NC(=O)c3ccccc3F)cc2OC[C@@H](C)N(CC2CC2)C[C@H]1C | -1 | 0 | -1 | 1 | . | -13 | 11
COc1ccc(C(C#N)CC(=O)c2ccc(OCc3ccccc3)c(OC)c2)cc1OC (centres undefined) | 3 | . | -2 | . | 20 | 13 | -2
CC(OC(=O)CCC(=O)c1ccccc1)C(=O)Nc1ccc(F)cc1 (centres undefined) | -5 | -1 | 0 | -3 | -10 | 3 | -3
CC/C(=N\N=C1\SC(C)C(=O)N1Cc1ccco1)c1ccccc1 (centres undefined) | 0 | . | . | 0 | -11 | . | .
CC(=O)Nc1cc(-c2ccc(S(C)(=O)=O)cc2)cn2c(-c3ccc(F)c(Cl)c3)cnc12 | 11 | 0 | 2 | . | 47 | -8 | -6
CN(c1ccccc1)S(=O)(=O)c1cccc(NC(=O)CC(C)(C)C)c1 | 1 | 3 | -3 | -8 | -4 | -12 | 6
OC(CNCCc1ccccc1)c1ccccc1 (centres undefined) | 2 | . | -2 | -5 | . | 7 | -4
Oc1c(Cl)cc(Cl)cc1/C=N/c1ncn[nH]1 | 2 | 3 | -1 | 19 | -15 | -14 | 2
O=C(NCCN1CCOCC1)c1ccc(CS(=O)(=O)c2ccc(Cl)cc2)o1 | -11 | -1 | -7 | -3 | . | . | .
CO[C@@H]1CN(C)C(=O)c2cc(NC(=O)C3CCOCC3)ccc2OC[C@@H](C)NC[C@@H]1C | -4 | 2 | -2 | -3 | -5 | -2 | 23*
Cc1ccc(S(=O)(=O)N(C)C[C@H]2OCCCC[C@H](C)Oc3ccc(NC(=O)Nc4cccc5ccccc45)cc3C(=O)N([C@H](C)CO)C[C@@H]2C)cc1 | -2 | 1 | 5 | 16 | -5 | 4 | 0
CCc1ccc(CC)c(S(=O)(=O)Nc2ccc(C(=O)O)c(O)c2)c1 | -7 | 21 | -4 | -7 | . | . | .
Cc1ccc(S(=O)(=O)Nc2ccc(F)cc2)cc1C(=O)N1CCOCC1 | 0 | -1 | 0 | -7 | -10 | -2 | 8
CCC(=O)N1[C@H](CO)[C@@H](c2ccc(C3=CCCCC3)cc2)[C@@H]1CN(C)C(C)=O | -20 | . | . | 0 | -15 | -10 | ?
O=C1CCC([N+](=O)[O-])C(c2ccc(Br)cc2)N1 (centres undefined) | 6 | . | . | -7 | -12 | . | .

Next part
SMILES	LGR2 antag	Casp6 inh	SIRT5 block	ARNT-TACC3 inh	PAX8 reporter	EWS-Fli inh	DENV2 CPE rescue
O=C1NC[C@@H](c2ccccc2)OC(=O)[C@@H](Cc2ccc(F)cc2)C/C=C\C[C@@H]1CC(=O)N(CCO)Cc1ccccc1	36	-1	.	-11	38	2	-4
CCc1cc(=O)oc2c(C)c(OCC(=O)NCCCn3ccnc3)ccc12	-11	-3	-4	-2	-10	7	1
Cc1ccc(NC(=O)Cc2ccccc2F)cc1S(=O)(=O)N1CCCCCC1	10	2	-1	-8	17	17	-5
CC1=NNC(=O)C1CCC(=O)N/N=C/c1c(Cl)cccc1Cl (centres undefined)	-14	-2	-7	-1	2	-2	.
CCOC(=O)c1ccccc1NC(=O)C1=COCCO1	-13	1	-5	1	-16	-1	10
COc1ccc(Cn2c(=O)[nH]c3cc(C(=O)NC4CCCC4)ccc3c2=O)cc1	5	-3	-3	-1	0	-11	6
Cc1cc(NS(=O)(=O)c2ccc(NC(=O)Nc3cccc(Cl)c3)cc2)no1	5	1	-2	4	-9	.	.
COc1cc(OC)cc(C(=O)NCCS(=O)(=O)N2CCN(Cc3ccccc3)CC2)c1	1	-1	-2	0	19	3	2
COc1ccc(OC)c2c(C)cc(N3CCN(C(=O)c4ccc(C)cc4)CC3)nc12	1	2	-2	-6	7	0	.
C/C=C/c1ccc2c(c1)O[C@@H](CN(C)C(=O)c1cccc(F)c1)[C@@H](C)CN([C@H](C)CO)S2(=O)=O	7	3	2	6	.	-6	-4
Cc1ccsc1CNc1ncnc2ccc(-c3c(C)noc3C)cc12	4	-4	-5	-1	-42	37	.
N#Cc1cccc(-c2ccc([C@H]3[C@H](CO)N4CCCCN(C(=O)Nc5ccccc5)C[C@@H]34)cc2)c1	-3	3	-2	9	10	16	4
CCCCN(CCCC)C(=O)c1cc(Cl)ccc1[N+](=O)[O-]	14	.	.	33	-5	.	.
Cc1cccc(C(=O)Nc2c(C(=O)N3CCN(C)CC3)cnn2-c2ccccc2)c1	8	-8	0	4	-1	.	6
C[C@@H]1CN([C@@H](C)CO)C(=O)c2cc(C#CC3(O)CCCC3)cnc2O[C@H]1CN(C)C(=O)C1CCOCC1	4	-1	4	-1	-22	-13	0
C[C@@H]1CN([C@@H](C)CO)C(=O)c2cc(NS(=O)(=O)c3ccccc3)ccc2O[C@@H](C)CCCCO[C@H]1CN(C)C(=O)CCC(F)(F)F	-7	-1	1	0	-12	-8	-9
O=C(C1=C[C@H](c2csc3ccccc23)C[C@H](OCCCCO)O1)N1CCN(Cc2ccc3c(c2)OCO3)CC1	-1	1	0	3	21	1	-6
CCC(=O)N1C[C@@H](C)[C@H](OC)CN(C)C(=O)c2ccc(NC(=O)NC(C)C)cc2OC[C@@H]1C	-2	2	4	-2	9	11	-1
FC(F)(F)c1cccc(Cc2noc(CN3CCC(c4ccncc4)CC3)n2)c1	5	2	-2	-9	29	14	10
CC1SCC(NC(=O)c2ccc(Cl)cc2)CS1 (centres undefined)	.	3	-3	0	-67	-6	1
C[C@@H]1CN([C@@H](C)CO)C(=O)Cc2cc(NS(=O)(=O)c3ccc(Cl)cc3)ccc2O[C@H]1CN(C)Cc1ccc(C(=O)Nc2ccccc2N)cc1	6	2	-3	3	.	35	5
COc1ccc([N+](=O)[O-])cc1N(CC(=O)O)S(C)(=O)=O	12	-2	-3	.	11	-4	1
C[C@@H]1CN([C@@H](C)CO)C(=O)CCCn2cc(nn2)CO[C@@H]1CN(C)C(=O)Nc1ccc(N2CCN(C)CC2)cc1	2	-50	-2	-12	10	3	0
CCc1ccc(-n2c(=O)c3ccccc3n(CC(=O)NCc3ccco3)c2=O)cc1	6	7	2	5	14	-7	-5
CC(=O)NC(c1ccccc1)c1cc([N+](=O)[O-])c2cccnc2c1O (centres undefined)	21	4	4	42	14	4	-3
CCn1c(Cc2cccs2)nnc1SCC(=O)NC(C)(C)C	-24	-3	2	-4	4	-9	3
COc1ccccc1CNc1nc(Nc2ccc(C)cc2C)c2sccc2n1	?	-3	-1	.	15	0	-5
CC1CC(C)CN(C(=O)CSc2n[nH]c(N)n2)C1 (centres undefined)	-1	-1	-1	.	-5	-2	-10
NC(=O)CSc1n[nH]c(-c2ccco2)n1	-16	1	-1	-2	-3	-2	-7
O=C(O)CCC(=O)Nc1ccc(Br)cc1C(=O)c1ccccc1Cl	3	2	-5	-15	12	6	0
O=C1CNC(=O)N1CC(=O)N1CCCc2ccccc21	6	2	-1	0	-3	.	.
O=C(Cc1ccc(Cl)cc1)Nc1ccc(S(=O)(=O)Nc2cnc3ccccc3n2)cc1	.	11	1	-10	20	7	1
C[C@H]1CN([C@@H](C)CO)C(=O)c2cc(NS(=O)(=O)c3cccs3)ccc2O[C@@H]1CN(C)Cc1ccc(C(=O)Nc2ccccc2N)cc1	-10	1	0	-7	.	8	-2
CCCNC(=O)Cn1c(=O)n(C)c2ccccc21	1	-1	-1	-8	13	-5	-2
COc1cc(OC)c(OC)cc1CNC(=O)c1cccc(S(=O)(=O)N2CCc3ccccc3C2)c1	9	3	0	4	11	22	-7
COCC(=O)N1CC2(C1)CN(Cc1cc(F)ccc1F)[C@@H](CO)c1[nH]c3cc(OC)ccc3c12	2	0	2	.	-6	13	17
CC(Oc1ccc(Cl)cc1C(N)=O)C(=O)N1CCc2ccccc21 (centres undefined)	-9	-1	.	-5	4	1	2
c1ccc(CC2CCN(c3ncnc4sccc34)CC2)cc1	.	1	-3	-13	26	21	-2
CCCNC(=O)c1ccc(Cn2cc(-c3ccc(OC)cc3)nc2C(C)N)cc1 (centres undefined)	-26	0	-1	8	-24	-43	-7
CCc1ccc(C2=NNC(=Nc3cccc(S(=O)(=O)N(C)C)c3)SC2)cc1	.	-3	.	-2	104*	36	-9
C[C@@H]1NC(=O)/C(=C\c2ccccc2Cl)NC1=O	-11	-6	13	.	3	-8	2
CCN(CC)c1ccc(NC(=O)CN2C(=O)NC3(CCc4ccccc43)C2=O)cc1 (centres undefined)	1	4	2	.	22	10	-3
O=C(N[C@H](Cc1ccc(Cl)cc1)C(=O)O)OCC1c2ccccc2-c2ccccc21	-14	7	.	-9	-10	-10	-4
CCC(=O)c1ccc(OCC(=O)Nc2nc(-c3cccnc3)cs2)cc1	-6	13	-3	2	14	9	0
O=C(C1CC1)N(CCN(Cc1ccccc1)C(=O)C1CC1)Cc1ccccc1	-12	2	-4	.	.	.	.
Cn1c(N)cc(=O)n(Cc2ccccc2)c1=O	0	-13	-2	.	0	-1	3
O=C(c1ccco1)N1CCN(C(=O)c2oc(=O)c3ccccc3c2-c2ccccc2)CC1	-17	0	.	-2	5	-6	-10
O=C(C[C@@H]1C=C[C@H](NC(=O)c2ccccc2)[C@@H](CO)O1)NCCc1ccncc1	-5	-15	2	-12	-24	-8	?

The order is random (roughly 4.9% active in at least one column).
